Compound activity (PubChem BioAssay)
EP2 modulator: EP2 receptor (human) modulation | P43116 | EP2-expressing cells, cAMP HTRF FRET, PGE2 co-stimulation | induction, % at 25 µM | 0.83% of 260,000 active;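 active = compounds whose cAMP rise, as percent of the full-agonist control response, exceeds 60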;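 note: rat C6 glioma line stably carrying human EP2 under a CMV promoter; the protocol text gives 20 µM as final concentration; 100% = response of wells given 1 µM PGE2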
Target sequence (P43116 whole entry, looked up): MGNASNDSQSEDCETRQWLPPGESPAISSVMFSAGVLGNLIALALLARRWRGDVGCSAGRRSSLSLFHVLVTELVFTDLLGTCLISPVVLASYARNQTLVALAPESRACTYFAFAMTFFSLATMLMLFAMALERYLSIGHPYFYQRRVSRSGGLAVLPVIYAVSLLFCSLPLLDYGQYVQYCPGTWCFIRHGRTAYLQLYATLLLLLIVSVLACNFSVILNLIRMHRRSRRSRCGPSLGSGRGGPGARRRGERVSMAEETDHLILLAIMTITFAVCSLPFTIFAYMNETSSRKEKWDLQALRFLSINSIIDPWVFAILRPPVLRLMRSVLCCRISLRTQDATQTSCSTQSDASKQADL
Starred values were filed as active, the others as inactive. Not all compounds are listed (hit frequency here may not be typical).

SMILES	EP2 modulator
Cc1ccc(C)c(NC(=O)c2cc3n(n2)C(C(F)(F)F)CC(c2ccco2)N3)c1 (stereo unspecified)	-52.6
COc1cc(OC)c(NC(=O)CSc2nnc(-c3cccnc3)o2)cc1Cl	-7.4
C=CCn1c(C)c(CN2CCc3c(nc(C)[nH]c3=O)C2)c2ccccc21	-54.5
CC(=O)NC1=NN(C(C)=O)C2(S1)C(=O)N(Cc1ccccc1)c1ccc(C)cc12 (stereo unspecified)	-30.8
COc1ccccc1NC(=O)C1CCN(S(=O)(=O)c2cc(Cl)ccc2Cl)CC1	-114.8
CS(=O)(=O)N(CC(=O)NCC1CCCO1)c1ccccc1 (stereo unspecified)	16.6
Cc1ccc(NC(=O)C2CC(=O)N(C(C)C)C2)cc1C (stereo unspecified)	-34.2
Cc1cc(=Nc2ccc3c(c2)c(N)cc(C)[n+]3C)nc(N)n1C	20.2
Cc1nc([N+](=O)[O-])cn1CCO	0.7
C[C@@H](Cn1nnc2ccccc21)NC(=O)c1nccc2ccccc12	-28.0
CCOc1cc(NC(=O)c2ccco2)c(OCC)cc1NC(=O)c1ccc(OC)cc1	-2.5
CC1CCc2c(sc3ncnc(NCC(=O)O)c23)C1 (stereo unspecified)	5.6
Cc1cc2cc(C(=O)Nc3ccc(CCC(=O)N4CCCC4)cc3)ccc2o1	-10.4
CCOc1ccc(N(C(C)C(=O)N2CCN(c3ccc(OC)cc3)CC2)S(C)(=O)=O)cc1 (stereo unspecified)	-4.0
COc1cccc(C(=O)NC2CC3CCCC(C2)N3Cc2cccs2)c1 (stereo unspecified)	-110.1
Cc1nc(N2CCCCC2)c2nnn(Cc3c(F)cccc3Cl)c2n1	2.1
O=C(Nc1ccccc1-c1ccccc1)C1CCN(S(=O)(=O)c2ccc3c(c2)OCCO3)CC1	-49.1
CC(=O)Nc1cc2c(cc1N)OCCO2	0.2
CCOc1ccc2[nH]c(=O)c(CN(Cc3ccc(F)cc3)Cc3nnnn3CC3CCCO3)cc2c1 (stereo unspecified)	4.5
COCCNC(=O)Cn1nc(C)n2c(cc3oc(C)cc32)c1=O	-12.2
COc1cc2cc(CN(Cc3cccnc3)S(=O)(=O)c3ccc(C)cc3)c(=O)[nH]c2cc1OC	-45.7
COc1ccccc1C1(O)CCCN(CC(O)c2ccc3c(c2)CC(C)O3)C1 (stereo unspecified)	-81.3
CCN1CCN(C(c2cc3ccc(C)cc3[nH]c2=O)c2nnnn2Cc2ccc(OC)cc2)CC1 (stereo unspecified)	-4.8
CCN(CC)CCCNC(=S)N(CCCO)Cc1cc2cccc(C)c2[nH]c1=O	5.6
CCc1cc2cc3c(cc2nc1SCC(=O)Nc1ccc(N2CCOCC2)cc1)OCO3	4.4

Arranged by heavy-atom count (highest first): 6 of the compounds above
SMILES	EP2 modulator
O=C(Nc1ccccc1-c1ccccc1)C1CCN(S(=O)(=O)c2ccc3c(c2)OCCO3)CC1	-49.1
CCOc1cc(NC(=O)c2ccco2)c(OCC)cc1NC(=O)c1ccc(OC)cc1	-2.5
Cc1cc2cc(C(=O)Nc3ccc(CCC(=O)N4CCCC4)cc3)ccc2o1	-10.4
COc1cc(OC)c(NC(=O)CSc2nnc(-c3cccnc3)o2)cc1Cl	-7.4
Cc1nc(N2CCCCC2)c2nnn(Cc3c(F)cccc3Cl)c2n1	2.1
COCCNC(=O)Cn1nc(C)n2c(cc3oc(C)cc32)c1=O	-12.2

(next part)
SMILES	EP2 modulator
Cc1ccc(NC(=S)N2CCCC(c3nc4ccc(C)cc4[nH]3)C2)cc1 (stereo unspecified)	-90.9
S=C(NCCc1ccccc1)N1CCC(c2nc3ccccc3[nH]2)CC1	-77.6
COCC(=O)NNC(=O)c1cccs1	36.3
Cn1c(COc2ccc(Br)cc2)nnc1SCC(=O)NC1CCCCC1	-37.5
COc1ccc2oc(=O)c(C(=O)C[n+]3ccc4ccccc4c3)cc2c1	-26.4
COc1ccccc1NC(=O)c1sc(NC(=O)c2cccs2)c(C#N)c1C	-30.0
CC(C)[C@@H](Cn1nc(-c2cccs2)ccc1=O)NC(=O)C1(c2ccccc2)CC1	37.6
COC(=O)c1ccccc1NC(=O)CSc1nncn1-c1ccccn1	-48.9
CC(C)(C)OC(=O)N1CCC[C@H]1C(=O)c1cccnc1	-0.2
O=C(CSc1nnc(-c2ccccc2Br)o1)N1CCCc2ccccc21	-10.1
O=C(CSc1nnc2n(CC(=O)N3CCCC3)c3ccccc3n12)N1CCOCC1	7.8
CCn1c2cc(C)sc2c2cnn(CC(=O)NC3CCCC3)c(=O)c21	-61.6
c1ccc(Cn2nnnc2C(c2cccs2)N2CCN(c3nc4ccccc4s3)CC2)cc1 (stereo unspecified)	6.9
COc1ccc2c(c1)cc(C)c1nn(CC(=O)N3CCCCC3C)c(=O)n12 (stereo unspecified)	-32.0
CCc1ccc2[nH]c(=O)c(CN(CCCO)C(=O)NC3CCCCC3)cc2c1	-15.1
c1ccc(-c2ccc(NCc3cccs3)nn2)cc1	-39.8
O=C1NC2(CCN(C(=O)c3ccccc3F)CC2)Oc2ccccc21	-37.7
Cc1cccc(C)c1NC(=O)Cn1cc(C(=O)c2cccs2)c2ccccc21	-43.5
CCn1nnc(NC(=O)c2ccc(C)c(Cl)c2)n1	-27.9
COc1ccc(-n2c(SCC(=O)NC3CCCCC3)nnc2-c2ccoc2C)cc1	-0.1
CCc1cc(N2CCOCC2)n2nc3nc(C)cc(C)c3c2n1	-33.5
O=C(NCCN1CCOCC1)c1c(O)c2ccccc2[nH]c1=O	16.6
CCCn1nnc(NC(=O)c2cc3ccccc3cc2OC)n1	-29.5
O=C(NC1CCCC1)C1CCCN1C(=O)NCc1ccccc1 (stereo unspecified)	12.0
Cc1ccc(C(=O)N2CCC(C(=O)c3cccnc3)CC2)c(=O)[nH]1	-22.0
Next part
SMILES	EP2 modulator
COc1ccc(CCNC(=O)CSc2nc(-c3cccs3)cc(C(F)(F)F)n2)cc1OC	-81.5
Cc1cccc(NC(=O)Cn2cnc3sc4c(c3c2=O)CCC(C)C4)c1C (stereo unspecified)	-4.6
CCC(c1nnnn1C1CCCC1)N(Cc1cc2cc(C)c(C)cc2[nH]c1=O)C1CCCCC1 (stereo unspecified)	34.7
Cc1sc2nc(C(C)C)nc(SCC(N)=O)c2c1C	10.9
CCC(C)(C)n1nnnc1C(c1cc2cc3c(cc2[nH]c1=O)OCO3)N1CCc2ccccc2C1 (stereo unspecified)	-3.3
CCOc1ccc(OCC)c(NC(=O)CSc2nc3cc(OC)ccc3cc2C#N)c1	-8.9
Cc1cc(C(C)(C)CC(C)(C)C)ccc1OCCOCC[N+](C)(C)Cc1ccccc1	22.9
COCCCN1C(=O)C(=O)/C(=C(\O)c2cc(C)ccc2C)C1c1ccc(OC)c(OC)c1 (stereo unspecified)	-14.3
Cc1nn(-c2cccc(C(=O)NC3CCCOC3)c2)c(C)c1Cl (stereo unspecified)	-21.8
CCS(=O)(=O)Nc1ccc(C2=NN(C(=O)c3ccco3)C(c3ccco3)C2)cc1 (stereo unspecified)	-10.3
COc1ccc(CNC(=O)c2sc3nc4cc(C)ccc4cc3c2N)cc1	-58.7
O=C(CSc1nnc2c(n1)[nH]c1ccc(F)cc12)Nc1ccccc1Oc1ccccc1	-27.6
CC[C@H](Cn1ncc2ccccc2c1=O)NC(=O)Cc1ccccc1F	-14.6
Cc1ccc(S(=O)(=O)Nc2nc(C)c(NC(=O)Nc3nc(C)cc(C)n3)s2)cc1	-22.1
CC1CCN(C(=O)COc2ccc(S(=O)(=O)NC(C)C)cc2)CC1	-25.5
CC(=O)Nc1ccc(-c2cc(C(=O)O)c3cc4ccccc4cc3n2)cc1	5.2
COc1ccc2c(c1)cc(C)c1nnc(SCc3cc(=O)[nH]c4ccccc34)n12	-0.8
CCCCn1nc(CC(=O)N2CCn3c(nnc3C3CC3)C2)c2ccccc2c1=O	1.1
COc1ccc(-c2c(C)nn3c(NCCO)c(C)c(C)nc23)cc1	-34.6
CCC(c1nnnn1C1CCCCC1)N(Cc1cc2c(C)cc(C)cc2[nH]c1=O)C1CCCCC1 (stereo unspecified)	38.7
Cc1cc(C)c2[nH]c(=O)c(C(c3nnnn3C(C)(C)C)N3CCc4ccccc43)cc2c1 (stereo unspecified)	16.1
Cc1ccc2cc(CN(Cc3cccs3)C(=O)NC3CCCCC3)c(=O)[nH]c2c1C	47.0
Cc1cc(=O)[nH]c2ccc(N)cc12	-49.0
C=Cc1c(C)/c2[n-]/c1=C\c1[n-]c(c(CC)c1C)/C=c1\[n-]c3c(c1C)C(=O)C(C(=O)[O-])C=3c1[n-]c(c(C)c1CCC(=O)[O-])\C=2.[Cu].[Na+].[Na+] (stereo unspecified)	24.8
Cc1cc(C)c2[nH]c(=O)c(CN(CCN(C)C)C(=S)Nc3ccc(F)cc3)cc2c1	-46.5
Other records follow:
SMILES	EP2 modulator
O=C(CSc1nccc2ccccc12)NC1CCCOC1 (stereo unspecified)	-43.7
Cn1c(=O)[nH]c(=O)c2c1nc(N1CCN(CCO)CC1)n2Cc1ccccc1Cl	5.7
Cc1cccc(N(CC(=O)NC2CCCC2)C(=O)CNC(=O)c2ccco2)c1C	-16.6
CS(=O)(=O)c1cnc2ncnn2c1C1CCCN(C(=O)CCc2ccccc2)C1 (stereo unspecified)	-23.4
Cc1ncc(-c2ccncc2)c(C2CCCN(C(=O)Cc3cccs3)C2)n1 (stereo unspecified)	-18.5
COc1cccc(-n2c(SCC(=O)NCCc3ccccc3)nnc2-c2cccnc2)c1	-19.1
O=C(O)[C@H]1CN(C(=O)c2ccccn2)C[C@@H]1c1ccc(F)cc1	-15.5
CCn1c(CSc2nc(C)cc(C)n2)nnc1SCC(=O)Nc1ccc(F)cc1	2.1
O=C(Cn1c(=O)oc2ccccc21)Nc1ccc(S(=O)(=O)N2CCOCC2)cc1	-19.9
CC(=O)N1CCCC(c2nc(C)ncc2-c2ccncc2)C1 (stereo unspecified)	-9.3
CC(C)(C)NCC[C@@H](O)c1cc(C(F)(F)F)nc2c(C(F)(F)F)cccc12	-19.1
COc1ccccc1NC(=O)CSc1nnc(-c2cc3ccccc3cc2O)o1	-49.3
NNC(=O)Cn1cnc(-c2ccc(F)cc2)c1	-25.5
COc1ccccc1C1(NC(=O)c2ccc3c(c2)n(C)c(=O)n3C)CCCC1	3.3
O=C(CSc1nnc(-c2ccc(S(=O)(=O)N3CCCC3)cc2)o1)NC1CCCCC1	-15.4
CCOc1ccc(CN2CCc3c(nc(N4CC(C)OC(C)C4)[nH]c3=O)C2)cc1 (stereo unspecified)	-2.3
CCc1nn(CC(=O)NCc2ccccn2)c(=O)c2cc3sc(C)cc3n12	9.5
Cc1cccc(CNc2ncnc3[nH]ncc23)c1	10.4
COc1cc2cc(CN(Cc3cccnc3)Cc3nnnn3C3CCCC3)c(=O)[nH]c2cc1OC	8.2
CC(NS(=O)(=O)c1ccc(OCC(=O)NCc2cccnc2)cc1)c1ccccc1 (stereo unspecified)	-35.8
C=C(C)Cn1c(C2CC(=O)N(c3ccc(OCC)cc3)C2)nc2ccccc21 (stereo unspecified)	19.1
COc1cc(C)c(C2C(C#N)=C(N)Oc3n[nH]c(C)c32)cc1OC (stereo unspecified)	0.6
COCCCNC(=O)c1cc2c(=O)n3cc(C)ccc3nc2n(CCCOC)c1=N	-25.1
Cc1cc(C)cc(OCc2nnc(SCC(=O)N3CCCc4ccccc43)o2)c1	-100.0
O=C(Cn1c(=O)sc2ccccc21)Nc1nnc(SCc2ccccc2)s1	-35.4

4 of the entries above in order of the EP2 modulator value, low to high:
SMILES	EP2 modulator
CC(C)(C)NCC[C@@H](O)c1cc(C(F)(F)F)nc2c(C(F)(F)F)cccc12	-19.1
O=C(CSc1nnc(-c2ccccc2Br)o1)N1CCCc2ccccc21	-10.1
CCC(c1nnnn1C1CCCCC1)N(Cc1cc2c(C)cc(C)cc2[nH]c1=O)C1CCCCC1 (stereo unspecified)	38.7
Cc1ccc2cc(CN(Cc3cccs3)C(=O)NC3CCCCC3)c(=O)[nH]c2c1C	47.0

The results go on:
SMILES	EP2 modulator
COc1ccc(NC(=O)CSc2nc3c(C)c(C)ccc3cc2C#N)c(OC)c1	-2.9
COc1ccc(OC)c(N(CC(=O)Nc2ccc3c(c2)OCO3)S(C)(=O)=O)c1	-38.5
O=C(Nc1ccc(F)cc1)N(Cc1cc2cc3c(cc2[nH]c1=O)OCO3)CC1CCCO1 (stereo unspecified)	-24.0
Cc1cc2ccccc2n2c(=O)n(CCNC(=O)C3CCCO3)nc12 (stereo unspecified)	-10.5
Cc1cccc(C)c1N1CCN(C(=O)c2cc3cc(Cl)cc(Cl)c3oc2=O)CC1	31.3
O=C(O)CSc1ccn(Cc2ccccc2)c1	10.7
Cn1c(N2CCC(C(=O)Nc3ncn[nH]3)CC2)nc2ccccc21	-34.9
CCn1c(SCC(=O)Nc2c(C)cccc2C)nc2c1c(=O)n(C)c(=O)n2C	5.9
O=C(O)c1cccnc1Nc1ccc(F)c(Cl)c1	3.1
Cc1occc1-c1nn(C2CCN(C(=O)C3CCCO3)CC2)c(=O)o1 (stereo unspecified)	13.2
Cn1c(=O)sc2cc(S(=O)(=O)NC3C4CCCCC43)ccc21 (stereo unspecified)	-53.4
O=C(CCN1C(=O)/C(=C/c2cccs2)SC1=S)Nc1ccc(O)cc1	-88.9
Cc1nc2c(c(=O)[nH]1)CCN(C(=O)C1CC(=O)N(Cc3ccccc3)C1)C2 (stereo unspecified)	11.7
FC(F)(F)c1cccc(-n2cnnn2)c1	-28.3
CCOC(=O)C1CCN(C(c2cc3c(C)ccc(C)c3[nH]c2=O)c2nnnn2CCOC)CC1 (stereo unspecified)	-18.2
Cc1ccc(S(=O)(=O)Nc2nc(C)c(NC(=O)NC3C=NN=C3)s2)cc1	-6.0
Cc1cc(NC(=O)c2cc(-c3ccc(Cl)cc3Cl)on2)no1	-4.4
CC1CN(c2nc3c(c(=O)[nH]2)CCN(Cc2ccc(Br)o2)C3)CC(C)O1 (stereo unspecified)	-1.6
Cc1ccc(-c2nnn(CC(=O)N(CC(=O)NC3CCCCC3)c3ccc(F)cc3)n2)o1	-1.0
CC(C)C(=O)c1cn(CC(=O)Nc2ccccc2C(F)(F)F)c2ccccc12	-39.5
Cc1cc2cc(CN(Cc3ccccc3)Cc3nnnn3C3CCCC3)c(=O)[nH]c2cc1C	71.1*
COc1ccc(NC(=O)C2CCN(C(=O)Nc3ccc(Cl)cc3)CC2)cc1	-19.4
CC[N+](C)(C)CC(C)(C)COC(=O)c1cc2cc(C)ccc2o1	-13.6
CCC(C)C(=O)Nc1ccc(S(=O)(=O)N2CCCC2)cc1 (stereo unspecified)	-13.4
